Compound activity (PubChem)
PAFAH1B3 inh – inhibitors of human PAFAH1B3 | Q15102 | recombinant PAFAH1B3, FP-rhodamine probe, fluorescence polarization | inhibition, % at 3.39 µM | actives 0.28% (n = 340,000);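 active means inhibition above the screen-wide average of all tested compounds plus 3 SD, cut at about 25% in these data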;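 further: 0% = enzyme with DMSO only and 100% = wells lacking PAFAH1B3 protein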
pPAFAH FP inh – inhibitors of human plasma PAF acetylhydrolase (pPAFAH); Q13093; recombinant pPAFAH, FP-rhodamine probe fluorescence polarization; inhibition, % at 3.39 µM; actives 1.5% (n = 330,000);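 active means inhibition above the mean inhibition across the screen plus 3 SD, cut at about 25% in these data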;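 further: inhibitors block binding of the rhodamine activity-based probe so polarization drops; 0% = enzyme with DMSO and 100% = wells lacking pPAFAH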
PAD4 inh – blocks human protein arginine deiminase 4; Q9UM07; recombinant PAD4, RCA probe fluorescence polarization; inhibition, % at 6.36 µM; actives 0.41% (n = 330,000);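 active means percent inhibition above a cutoff equal to the mean of all tested compounds plus 3 SD, cut at about 15% in these data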;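 further: 0% = PAD4 with RCA probe and DMSO and 100% = probe without PAD4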
LYPLA2 counter – counter-screen for PME1 inhibitors: inhibitors of human LYPLA2. O95372. recombinant LYPLA2, FP-Rh probe fluorescence polarization. inhibition, % at 5.9 µM. actives 0.38% (n = 320,000). AID 2177;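 active means inhibition above the screen-wide mean plus 3 SD, limit set per campaign, cut at about 26% in these data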;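 further: 0% = LYPLA2 with DMSO and 100% = wells lacking LYPLA2 enzyme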
PAFAH1B2 inh – inhibitors of human PAFAH1B2. P68402. recombinant PAFAH1B2, FP-rhodamine activity probe, fluorescence polarization. inhibition, % at 3.39 µM. actives 1.2% (n = 340,000);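 active means inhibition above the mean of all tested compounds plus 3 SD, cut at about 24% in these data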;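 further: 0% = enzyme with DMSO and 100% = wells lacking PAFAH1B2; many of its hits are not listed in these tables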
LYPLA1 inh – counter-screen for PME1 inhibitors: inhibitors of human LYPLA1; O75608; recombinant LYPLA1, FP-Rh probe fluorescence polarization; actives 0.16% (n = 320,000); inhibition, % at 5.9 µM; AID 2174;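 active means inhibition above the mean of all tested compounds plus 3 SD, set per campaign, cut at about 14% in these data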;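 further: inhibitors block serine hydrolase probe labeling of LYPLA1 so polarization falls; 0% = enzyme with DMSO and 100% = wells lacking LYPLA1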
PREPL inhibitor – human PREPL enzyme inhibition | actives 0.68% (n = 320,000) | inhibition, % at 5.96 µM | Q4J6C6 | recombinant PREPL, fluorescence polarization activity-based probe; in the data active means inhibition above about 43%;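 further: 0% = enzyme with DMSO and 100% = wells lacking enzyme; many of its hits are not listed in these tables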
Target sequence (Q4J6C6 whole entry, looked up): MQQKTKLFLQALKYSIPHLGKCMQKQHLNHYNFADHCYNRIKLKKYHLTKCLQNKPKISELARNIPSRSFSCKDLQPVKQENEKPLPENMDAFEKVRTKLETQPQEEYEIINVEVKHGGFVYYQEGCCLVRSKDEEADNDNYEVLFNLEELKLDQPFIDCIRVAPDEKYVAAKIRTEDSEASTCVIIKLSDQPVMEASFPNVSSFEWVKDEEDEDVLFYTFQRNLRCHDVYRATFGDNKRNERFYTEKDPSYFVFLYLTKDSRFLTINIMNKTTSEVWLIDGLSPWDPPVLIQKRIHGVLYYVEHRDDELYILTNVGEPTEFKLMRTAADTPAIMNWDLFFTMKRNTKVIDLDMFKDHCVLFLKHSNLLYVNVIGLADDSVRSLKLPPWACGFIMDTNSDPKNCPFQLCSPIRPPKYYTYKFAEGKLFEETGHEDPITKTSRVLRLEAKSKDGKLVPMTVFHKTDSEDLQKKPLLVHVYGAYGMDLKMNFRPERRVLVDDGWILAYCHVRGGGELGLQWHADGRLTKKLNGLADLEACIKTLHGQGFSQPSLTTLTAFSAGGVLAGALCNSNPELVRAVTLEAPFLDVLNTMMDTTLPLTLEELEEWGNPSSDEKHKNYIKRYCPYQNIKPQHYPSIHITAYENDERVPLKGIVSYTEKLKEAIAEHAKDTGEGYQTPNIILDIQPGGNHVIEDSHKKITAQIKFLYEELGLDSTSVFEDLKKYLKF
GSTO1 inh – GSTO1 inhibition, counter-screen for RBBP9 inhibitors | AID 1974 | P78417 | inhibition, % at 5.96 µM | recombinant GSTO1, activity-based probe fluorescence polarization | actives 1.1% (n = 300,000);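 active means inhibition above the campaign mean inhibition plus 3 SD, cut at about 35% in these data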;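 further: 0% = GSTO1-1 with DMSO and 100% = wells lacking GSTO1-1 enzyme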
PAFAH2 inh – inhibitors of human PAFAH2 | Q99487 | recombinant PAFAH2, FP-rhodamine activity probe, fluorescence polarization | inhibition, % at 3.39 µM | actives 0.99% (n = 340,000);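 active means inhibition above the mean over all tested compounds plus 3 SD, cut at about 30% in these data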;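 further: inhibitors block probe labeling of enzyme so polarization drops; 0% = enzyme with DMSO and 100% = wells lacking PAFAH2 protein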
* hit, by the source's call; · = no result given.

1: CSc1cccc(NC(=S)N2CCC(N(C)C(C)C)CC2)c1
2: CC12CCC(C(=O)NNc3ccc([N+](=O)[O-])cc3)(OC1=O)C2(C)C (stereo unspecified)
3: Cc1sc(NC(=O)c2ccco2)c(C(c2cccnc2)N2CCN(C)CC2)c1C (stereo unspecified)
4: O=C(Nc1ccccc1O)c1cccc(NC(=O)c2ccco2)c1
5: CCC1Oc2ccccc2N(CC(=O)Nc2ccc3c(c2)OCCO3)C1=O (stereo unspecified)
6: COc1ccc(OC)c(NS(=O)(=O)c2ccc(NC(C)=O)cc2)c1
7: CC(C)OC(=O)c1cc(C(=O)c2cc(Br)ccc2O)coc1=N
8: O=C(NC1CC2CCCC(C1)N2C(=O)Nc1ccc(Cl)c(C(F)(F)F)c1)C1CC1 (stereo unspecified)

compound no.,1,2,3,4,5,6,7,8
PAFAH1B2 inh,0,1,3,2,0,8,1,-1
PAFAH2 inh,-2,6,-19,0,-7,2,-1,4
PREPL inhibitor,-5,-2,21,-1,1,5,11,4
PAFAH1B3 inh,4,0,3,4,5,13,-2,-6
GSTO1 inh,5,3,4,-1,13,7,-5,5
LYPLA1 inh,-1,0,1,2,-4,-2,-2,-4
PAD4 inh,4,0,4,-5,-1,-5,-9,2
LYPLA2 counter,2,4,-3,0,1,0,-7,-1
pPAFAH FP inh,2,0,1,4,6,1,1,-6

9: COc1ccc2sc(NCc3ccccc3)nc2c1
10: O=C(CSC1=Nc2ccccc2C2=NC(Cc3c[nH]c4ccccc34)C(=O)N12)NC1CCCCC1 (stereo unspecified)
11: O=C(NN1C(=O)C2C(C1=O)C1C=CC2C12CC2)c1ccccc1Cl (stereo unspecified)
12: CC(=O)Nc1ccc(NC(=S)NC(=O)c2ccc([N+](=O)[O-])c(C)c2)cc1
13: O=c1c2ccccc2nc(SCc2cc([N+](=O)[O-])cc3c2OCOC3)n1-c1ccccc1
14: Cc1cc(C(=O)Nc2sccc2C(N)=O)c(C)o1
15: COc1ccccc1NC(=O)C(C)NS(=O)(=O)c1ccc(Cl)cc1 (stereo unspecified)
16: O=C(CSCc1ccccc1)N1CCN(S(=O)(=O)c2cccc(F)c2)CC1

compound no.,9,10,11,12,13,14,15,16
PAFAH1B2 inh,6,-1,-5,2,-2,2,12,8
PAFAH2 inh,6,-6,-4,-2,-6,7,1,-8
PREPL inhibitor,18,19,-9,-1,1,16,-7,10
PAFAH1B3 inh,-3,0,-1,2,8,-4,11,9
GSTO1 inh,8,2,9,0,4,·,2,-4
LYPLA1 inh,3,-1,-3,-2,-4,·,0,-2
PAD4 inh,0,-1,14,1,-4,-1,3,2
LYPLA2 counter,-6,1,-3,12,-6,·,9,-2
pPAFAH FP inh,7,12,2,2,1,4,0,3

17: Cc1ccc(N/C(N)=N/c2nc(CSc3ccccn3)cc(=O)[nH]2)c(C)c1
18: CCc1ccc(OCC(=O)Nc2ccc3oc(=O)ccc3c2)cc1
19: COc1ccc(C(C)NC(=O)C23CC4CC(CC(C4)C2)C3)cc1 (stereo unspecified)
20: O=C(c1ccc2oc(CCCc3ccccc3)nc2c1)N1CCCC(CCCO)C1 (stereo unspecified)
21: CC(OC(=O)CN1C(=O)c2ccccc2C1=O)C(=O)NC1CCCCC1C (stereo unspecified)
22: COc1ccc(CCNC(=O)c2oc3ccccc3c2C)cc1
23: Cc1nc(-c2ccccc2)sc1-c1nc(-c2cccnc2)ncc1S(=O)(=O)c1ccccc1
24: Cc1ccc(CN(C)C(=O)CSc2nnc3n2CCCCC3)c(C)c1

compound no.,17,18,19,20,21,22,23,24
PAFAH1B2 inh,8,3,14,5,4,6,-4,2
PAFAH2 inh,2,-3,2,7,3,0,-4,-1
PREPL inhibitor,-3,-16,4,17,-3,-18,6,18
PAFAH1B3 inh,8,-2,3,10,5,-2,-1,8
GSTO1 inh,1,1,1,-1,10,·,-1,·
LYPLA1 inh,2,-2,1,6,0,-4,2,-4
PAD4 inh,-3,3,-3,-2,-2,3,-7,-4
LYPLA2 counter,-4,5,-3,17,6,-2,1,-4
pPAFAH FP inh,4,3,1,8,0,6,-2,-2

25: O=C1CC(c2ccccc2)C(=O)N1c1cccc(O)c1 (stereo unspecified)
26: CC1CN(c2ccc([N+](=O)[O-])cc2C#N)CC(C)O1 (stereo unspecified)
27: O=C(NCC1CCCO1)C(=Cc1cccc([N+](=O)[O-])c1)C(=O)NCC1CCCO1 (stereo unspecified)
28: Cc1ccc(CSCC(N)C(=O)O)cc1 (stereo unspecified)
29: COc1ccc(N2CCN(C(=O)c3oc4c(c3C)C(=O)CCC4)CC2)cc1
30: CCOc1ccc(C=O)cc1CN1CCCCC1
31: COC(=O)c1ccc(NC(=O)CCN2C(=O)CSC2=O)cc1
32: CC1CCN(C(=O)c2ccc(N(C)S(C)(=O)=O)cc2)CC1

compound no.,25,26,27,28,29,30,31,32
PAFAH1B2 inh,5,2,7,·,-1,1,3,-2
PAFAH2 inh,-5,2,15,·,-10,5,1,2
PREPL inhibitor,2,-5,10,1,1,11,-2,-5
PAFAH1B3 inh,5,1,-7,·,10,-2,6,4
GSTO1 inh,-2,4,5,4,9,-6,-2,7
LYPLA1 inh,-2,3,0,3,-1,1,5,-1
PAD4 inh,-3,-2,0,-4,-4,-3,4,-1
LYPLA2 counter,1,5,3,7,-7,6,6,3
pPAFAH FP inh,6,6,2,0,1,4,2,-3

33: COc1ccc(-c2nn(-c3ccccc3)cc2/C=C/C(=O)O)cc1[N+](=O)[O-]
34: CON/C=C(\C=Nc1ccc(C(F)(F)F)cc1)c1ncc(C(F)(F)F)cc1Cl
35: CCCCn1c(N)c(N(CC(C)C)C(=O)c2cnccn2)c(=O)[nH]c1=O
36: CCCN(CC(=O)Nc1ccccc1OC)C(=O)CCC(=O)c1ccc(F)cc1
37: COc1ccc(C(=O)[C@H]2[C@H]3C(=O)N(c4ccc(C)cc4)C(=O)[C@H]3C3C=CC=NN32)cc1 (stereo partly specified)
38: O=C(c1ccccc1)N1CCN(c2ccc([N+](=O)[O-])c(NCC3CCCO3)c2)CC1 (stereo unspecified)
39: CCCCCC(=O)Nc1ccc2oc(-c3ccncc3)nc2c1
40: Cc1onc(-c2ccccc2Cl)c1C(=O)OCC(=O)c1ccccc1

compound no.,33,34,35,36,37,38,39,40
PAFAH1B2 inh,5,7,3,-2,·,2,2,0
PAFAH2 inh,9,-1,3,21,·,-5,-3,3
PREPL inhibitor,9,-9,-4,2,1,15,-1,-12
PAFAH1B3 inh,6,6,7,-13,·,0,3,-3
GSTO1 inh,-23,-6,3,5,-6,-5,0,-3
LYPLA1 inh,2,2,1,0,-6,-1,0,-3
PAD4 inh,1,-1,-3,4,0,-4,7,1
LYPLA2 counter,11,5,9,-1,-4,2,4,4
pPAFAH FP inh,9,0,2,2,6,6,-2,4

41: Cc1cccc(-c2nnc(SCc3ccc(C#N)cc3)n2Cc2ccco2)c1
42: COc1ccc(CNc2nc(=S)[nH]c3cc(OC)c(OC)cc23)cc1
43: CC(C)Cn1c(N)c(C(=O)CSc2ncccn2)c(=O)n(C)c1=O
44: CCCCNS(=O)(=O)c1cccc(S(=O)(=O)N2CCCC2)c1
45: O=C(/C=C1\NC2(CCCC2)Cc2ccccc21)N1CCOCC1
46: Cc1ccc2[nH]c(C)c(CCNC(=O)NC3CCCCC3)c2c1
47: CC(C)NC(=O)COc1coc(CN2CCN(C(=O)c3ccco3)CC2)cc1=O
48: CCn1cc(C(=O)NCCCOC)c(=O)c2cc(S(=O)(=O)N(C)C3CCCCC3)ccc21

compound no.,41,42,43,44,45,46,47,48
PAFAH1B2 inh,6,2,3,6,14,7,5,3
PAFAH2 inh,7,11,5,-5,2,3,5,7
PREPL inhibitor,10,5,1,-12,9,6,15,-1
PAFAH1B3 inh,2,7,5,-2,5,0,-4,3
GSTO1 inh,5,7,-8,-1,-4,2,6,1
LYPLA1 inh,1,1,-2,-1,3,-2,2,0
PAD4 inh,-3,2,1,-2,-1,-1,-1,-4
LYPLA2 counter,-3,1,3,6,9,3,2,-6
pPAFAH FP inh,-5,4,1,0,4,0,0,0

49: O=C(c1cc(-c2ccc(Cl)cc2)n(-c2ccc(Cl)c(Cl)c2)n1)N1CCOCC1
50: CCOC(=O)CCS(=O)(=O)c1nc(-c2ccccc2)cc(C(F)(F)F)n1
51: CCCCN(CCCNC(=O)C1CCCN(S(=O)(=O)CCC)C1)Cc1ccccc1 (stereo unspecified)
52: C[C@@H]1C(c2cccc(Cl)c2)=NN(c2ccccc2)[C@H]1C(=O)N1CCOC1=O
53: COc1ccccc1N(CC(=O)NC(C)(C)C)C(=O)Cn1nnc(-c2ccc(C)o2)n1

compound no.,49,50,51,52,53
PAFAH1B2 inh,7,2,3,2,0
PAFAH2 inh,3,-6,5,2,6
PREPL inhibitor,2,-2,17,·,3
PAFAH1B3 inh,5,-2,10,-1,4
GSTO1 inh,0,-33,-3,·,-1
LYPLA1 inh,1,1,-4,·,-1
PAD4 inh,1,9,0,-3,-4
LYPLA2 counter,1,3,1,·,5
pPAFAH FP inh,3,23,2,15,5

A portion of the library; rates above refer to the full screens.
